# Screening data (PubChem BioAssay)
# USP7 block = inhibitors of human USP7 deubiquitinase; hit rate 0.3% among 47,000; AID 1645854; inhibition, % at 20 µM; purified USP7, Ub-rhodamine cleavage fluorescence
# USP30 inh = inhibitors of human USP30 deubiquitinase | hit rate 5.3% among 47,000 | Q70CQ3 | AID 1645860 | purified USP30, Ub-rhodamine cleavage fluorescence | inhibition, % at 25 µM
# Target sequence (Q70CQ3 whole entry, looked up): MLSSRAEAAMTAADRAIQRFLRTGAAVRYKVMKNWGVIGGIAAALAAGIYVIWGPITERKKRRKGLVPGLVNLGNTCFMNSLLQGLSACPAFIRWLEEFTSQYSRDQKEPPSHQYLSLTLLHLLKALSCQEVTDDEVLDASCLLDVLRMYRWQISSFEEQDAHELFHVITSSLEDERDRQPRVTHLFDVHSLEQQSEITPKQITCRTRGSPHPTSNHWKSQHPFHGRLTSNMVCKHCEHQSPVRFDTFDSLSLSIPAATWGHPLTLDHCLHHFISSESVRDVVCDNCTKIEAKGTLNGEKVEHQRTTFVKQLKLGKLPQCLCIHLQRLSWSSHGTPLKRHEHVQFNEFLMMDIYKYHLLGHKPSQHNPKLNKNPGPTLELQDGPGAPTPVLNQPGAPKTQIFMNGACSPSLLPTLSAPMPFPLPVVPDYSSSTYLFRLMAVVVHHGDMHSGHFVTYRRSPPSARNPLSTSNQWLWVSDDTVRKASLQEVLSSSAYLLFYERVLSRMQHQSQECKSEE
# UCHL1 block = inhibitors of human UCHL1 deubiquitinase; purified UCHL1, Ub-rhodamine cleavage fluorescence; inhibition, % at 20 µM; hit rate 0.2% among 47,000; P09936
# OTUD3 inh = inhibitors of human OTUD3 deubiquitinase. purified OTUD3, Ub-rhodamine fluorescence, 2 h. hit rate 0.7% among 47,000. AID 1645858. inhibition, % at 25 µM
# Target sequence (Q5T2D3 whole entry, looked up): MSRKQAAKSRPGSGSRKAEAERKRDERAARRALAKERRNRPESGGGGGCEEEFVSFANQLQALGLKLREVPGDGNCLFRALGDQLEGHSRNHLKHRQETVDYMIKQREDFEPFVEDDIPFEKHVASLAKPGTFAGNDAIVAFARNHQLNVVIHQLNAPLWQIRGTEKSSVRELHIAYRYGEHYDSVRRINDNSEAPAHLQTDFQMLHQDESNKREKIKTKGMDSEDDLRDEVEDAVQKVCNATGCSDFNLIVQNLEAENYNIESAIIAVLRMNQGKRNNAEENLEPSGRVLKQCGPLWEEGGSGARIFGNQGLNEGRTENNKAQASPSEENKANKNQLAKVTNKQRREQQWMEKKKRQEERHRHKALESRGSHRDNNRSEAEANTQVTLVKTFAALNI
# USP8 inh = blocks human USP8 ubiquitin-rhodamine cleavage. inhibition, % at 20 µM. hit rate 4.2% among 47,000. AID 1645853. purified USP8, Ub-rhodamine cleavage fluorescence, 30 min
# USP10 inh = blocks human USP10 ubiquitin-rhodamine cleavage; Q14694; purified USP10, Ub-rhodamine fluorescence, 60 min; hit rate 1.1% among 47,000; inhibition, % at 20 µM
# USP28 block = blocks human USP28 ubiquitin-rhodamine cleavage; purified USP28, Ub-rhodamine cleavage fluorescence, 30 min; AID 1645857; hit rate 3% among 47,000; inhibition, % at 25 µM
# USP17 inh = human USP17-like deubiquitinase inhibition | purified USP17, Ub-rhodamine cleavage fluorescence, 3 h | inhibition, % at 50 µM | hit rate 6.5% among 47,000
# Numbers without * were called inactive; i = inactive; · = no result given. Cut-off read from the data, not from the text of the source: active = inhibition above about 30%; inactive = the rest.
SMILES,USP7 block,USP30 inh,UCHL1 block,OTUD3 inh,USP8 inh,USP10 inh,USP28 block,USP17 inh
CC(=O)Nc1ccc(NC(=O)CCCn2cnc3ccccc3c2=O)cc1,5,17,2,7,-1,-1,11,7
COc1ccccc1C(=O)N1CCCCC1c1nnc(-c2cnc(C)cn2)o1 (centres undefined),3,18,2,11,16,0,9,8
CN(C(=O)Cc1csc(-c2ccccc2)n1)C(c1ccccc1)c1ccccc1,3,24,8,24,11,7,10,7
COc1ccc2c(c1)[nH]c1c(=O)n(CCc3ccc(O)cc3)cnc12,1,6,-3,-6,1,0,-11,25
Cc1cc(C)c2cc(C(=O)N3CCC(N4CCCCC4)CC3)[nH]c2c1,-10,-60,-7,-25,-6,-1,-21,-19
CCCC(=O)Oc1cn(CCCN2CCCC2=O)c2nc(CCC)n3c4ccccc4nc3c12,-73,i,-89,-157,-188,-5,-197,-140
Cc1ccc(C(=O)NCCc2cn3ccsc3n2)cc1,0,12,-2,10,1,-2,20,4
O=C(NCc1ccccc1)c1ccccc1OCc1ccc2c(c1)OCO2,-2,35*,5,19,17,13,3,31*
COc1ccc(CN(Cc2nc3ccccc3c(=O)[nH]2)C(=O)c2ccc(Cl)cc2)cc1,4,0,3,4,9,6,4,-4
CN1CCC(Nc2nc(-c3ccncc3)nc3c2CCC3)CC1,-1,-3,0,-3,2,1,-5,-11
CCC1CCCCN1C(=O)Cn1ncc2c(=O)oc3ccccc3c21 (centres undefined),-5,1,1,0,10,0,-5,2
COc1ccccc1CNC(=O)C1CCCN(S(=O)(=O)Cc2ccc(Cl)cc2)C1 (centres undefined),10,30*,2,20,26,10,17,16
CCN(CC)c1nc(F)c2c(c1F)S(=O)(=O)CCN2CC1CCCO1 (centres undefined),-3,-7,-1,-4,-97,0,-5,-21
CC(C)CC1NC(=O)C2(CCN(C(=O)Nc3ccc(Cl)c(Cl)c3)CC2)NC1=O (centres undefined),-4,26,0,9,3,1,3,21
CN1CCC(N2CCC[C@H]2c2nc(-c3ccc(-c4cncnc4)nc3)no2)CC1,-6,-79,-5,-5,-9,-5,-10,-49
CN1CC(=O)N(C2CCNC2)Cc2c(NC3CCCCC3)ncnc21 (centres undefined),-3,-20,-3,-6,-6,0,-15,-50
CN1c2cc(Cl)ccc2-c2nc(SCC(=O)Nc3ccc(F)cc3)ncc2S1(=O)=O,13,-19,0,6,-1,10,1,0
CC1CCc2cc(F)ccc2N1C(=O)/C=C/c1ccc2c(c1)OCO2 (centres undefined),8,15,3,4,-6,7,9,14
CCOC(=O)c1sc(NC(=O)NC2CCCCC2)nc1C,-4,15,-1,0,0,7,-5,8
CCCNC(=O)c1ccc(Nc2cc(CCC)nc3nc(-c4cccnc4)nn23)cc1,5,11,3,8,13,-8,11,27
Cc1ccc(-c2cc(C(F)F)n3ncc(C(=O)N(C)Cc4c(C)nn(C)c4C)c3n2)cc1,-7,4,-2,-9,-3,0,-18,-2
Cn1c(=O)[nH]c(=O)c2c(C3C(=O)Nc4ccccc43)c(-c3ccccc3)[nH]c21 (centres undefined),-8,6,3,7,-10,12,-1,15
CC(=O)N[C@@]12CCN(Cc3ccc(-c4ccccc4)cc3)C[C@@H]1CN(C(C)=O)C2,2,12,2,2,0,-3,5,3
Cn1c(SC(c2ccccc2)c2ccccc2)nnc1-c1ccncc1,-22,27,2,10,11,0,12,8
Cc1ccc(NC(=O)Cn2nc3c4c5c(sc4ncn3c2=O)CCCC5)cc1C,-3,-75,-2,-7,4,-5,7,-4
# Carrying on:
SMILES,USP7 block,USP30 inh,UCHL1 block,OTUD3 inh,USP8 inh,USP10 inh,USP28 block,USP17 inh
CCOC(=O)c1cncc(C#CCOC(=O)c2ccc(Cl)cc2)c1,9,-12,3,0,0,10,0,-6
COc1ccc(CNC(=O)c2cnc(NCc3ccccc3)nc2C)cc1,-8,-127,-9,-56,-27,-6,-49,-52
CCn1c(=O)c2cc(C(=O)Nc3ccc(OC)c(OC)c3)nn2c2ccccc21,3,-6,-2,-6,-57,-4,0,-11
CC(C)N(Cc1nnc(-c2ccccc2Cl)o1)C(=O)c1cccc(C#N)c1,-8,-2,0,11,12,-1,10,1
CCN1CCn2c(-c3cnn(C)c3)cnc2C12CCN(C(=O)c1ccccc1)CC2,1,-21,-1,-5,-194,1,-15,-37
CN(Cc1ccccc1)S(=O)(=O)c1ccc(N2CCCCS2(=O)=O)cc1,1,·,0,2,4,1,·,37*
O=C(Nc1ncc2c(n1)CCCC2=O)c1ccco1,5,2,1,6,9,1,0,14
Cc1ncc(CSc2nc3ccc(C(F)(F)F)cc3[nH]2)c(CO)c1O,-3,-54,-3,-5,11,-2,-5,-27
O=C(COC(=O)C1CCCN1C1=NS(=O)(=O)c2ccccc21)Nc1ccc(F)cc1 (centres undefined),-7,-2,0,2,1,5,0,7
CCn1c(CNc2ccc(C)cc2)nnc1SCC(=O)Nc1ccccc1Cl,-11,-31,0,-15,-24,-3,5,-18
CNc1nc(C2CCN(C(=O)c3ccccn3)CC2)nc2c1CN(C)CC2,-5,-150,-8,-34,-14,-6,-33,-45
Cc1[nH]c(C(=O)Nc2ccccc2)c(C)c1S(=O)(=O)N1CCOCC1,3,9,3,9,2,-1,10,8
CN1c2cc(F)ccc2C(=O)NC12CCN(C(=O)Nc1ccccc1)CC2,-1,-11,-1,-2,-1,0,-7,-5
COc1ccc2cc(-c3cc(C(F)(F)F)nc(N)n3)ccc2c1,3,-21,2,0,-73,1,-13,-10
Cc1ccc(NC(=O)Cn2cnc3c(nnn3-c3ccc(Cl)cc3)c2=O)cc1,3,-41,-3,-7,-5,-3,-11,-9
COc1cc(/C=C/C23NC(=O)CCN2c2ccc(C)cc2C3(C)C)ccc1OCc1ccccc1 (centres undefined),-18,i,-25,-170,-202,-3,-209,-130
Cc1ccccc1CC(=O)NC(C)C(=O)Nc1nc2ccccc2[nH]1 (centres undefined),1,3,1,1,-8,2,6,-9
O=C(Cn1cncn1)N1CCN(C(c2ccccc2)c2ccccc2)CC1,-3,-37,0,-14,-4,-7,-17,-13
Cc1ccc2c(c1)N(S(C)(=O)=O)CCC(C(=O)NCc1ccccc1)O2 (centres undefined),-3,-9,-3,-2,2,1,-4,4
COc1ccc(CNC(=O)C2COc3ccc(OC)cc3C2)cc1 (centres undefined),-1,0,-4,7,1,3,21,34*
CC1=NOC(CNS(=O)(=O)c2ccccc2)C1 (centres undefined),4,0,-1,0,3,1,-7,·
O=C(N[C@@H](Cc1ccccc1)C(=O)O)C1CCN(S(=O)(=O)c2ccc(F)cc2)CC1,0,-1,-2,1,-9,-1,-9,-5
CC(C)(C)c1ccc(Oc2ccc(NC(=O)c3ccc4c(c3)CCO4)cn2)cc1,2,35*,1,6,1,1,12,30
Cc1cccc(NC(=O)Cn2ncc3c(N4CCCC4)ncnc32)c1C,2,19,1,9,21,0,17,17
CC1(C)CC2=C(C=O)[C@]34C[C@@]3(C[C@H]2C1)C(=O)OC4O (some centres undefined),0,7,2,3,-4,-1,0,10
# Next structures.
SMILES,USP7 block,USP30 inh,UCHL1 block,OTUD3 inh,USP8 inh,USP10 inh,USP28 block,USP17 inh
COc1ccc(C(=O)NCC(c2ccco2)N2CCCCC2)cc1 (centres undefined),1,10,-3,1,10,0,0,-2
Cc1cc(C2CCCN2C(=O)Cc2ccc(F)cc2Cl)on1 (centres undefined),0,21,2,7,10,1,-1,0
O=C(/C=C\c1ccc(Cl)cc1)c1cccc(C(F)(F)F)c1,14,20,6,8,6,8,-1,9
O=C(NC1CCCCCC1)C1CCCN(C(=O)c2cc(-c3ccccn3)n[nH]2)C1 (centres undefined),-6,22,0,12,-195,0,-4,0
Cc1cc(C)n(-c2ccc(C(=O)Nc3ccccc3C(C)C)nn2)n1,4,35*,1,22,10,2,17,30
O=C(c1cccc2c1C(=O)N(C1CCCCC1)C2)N1CCN(c2ccccn2)CC1,-7,-46,-1,-11,-8,-3,-8,-23
O=C(NCC1COCCO1)c1ccc(-n2cccn2)c(C#Cc2cccnc2)c1 (centres undefined),-1,17,-1,5,2,1,7,6
CCOc1ccc(/C=C(/C(N)=O)c2nnc3n2CCCCC3)c(O)c1,1,15,1,3,-14,0,1,-3
O=C(Nc1ccc(Oc2cccnc2)cc1)c1ccc(Cl)cc1Cl,-2,2,-1,-9,-13,1,3,19
O=C(C1CCN(c2cnc3nccnc3c2)CC1)N1CCN(c2ccc(F)cc2)CC1,-37,-435,-32,-94,-79,-4,-114,-121
CS(=O)(=O)N1CCC2(CC1)CN(C(=O)c1ccc3[nH]ccc3c1)Cc1ccccc1O2,2,27,1,8,0,1,7,4
Cc1cc(O)cc(O)c1C(=O)O,-14,-24,-8,-21,-49,-11,-11,-22

# Three of the entries above in order of the OTUD3 inh value, ascending:
SMILES,USP7 block,USP30 inh,UCHL1 block,OTUD3 inh,USP8 inh,USP10 inh,USP28 block,USP17 inh
Cc1cc(O)cc(O)c1C(=O)O,-14,-24,-8,-21,-49,-11,-11,-22
O=C(Nc1ccc(Oc2cccnc2)cc1)c1ccc(Cl)cc1Cl,-2,2,-1,-9,-13,1,3,19
CCOc1ccc(/C=C(/C(N)=O)c2nnc3n2CCCCC3)c(O)c1,1,15,1,3,-14,0,1,-3

# 14 of the compounds above, with the structure last:
USP7 block | USP30 inh | UCHL1 block | OTUD3 inh | USP8 inh | USP10 inh | USP28 block | USP17 inh | mol
4 | 0 | -1 | 0 | 3 | 1 | -7 | · | CC1=NOC(CNS(=O)(=O)c2ccccc2)C1 (centres undefined)
0 | -1 | -2 | 1 | -9 | -1 | -9 | -5 | O=C(N[C@@H](Cc1ccccc1)C(=O)O)C1CCN(S(=O)(=O)c2ccc(F)cc2)CC1
2 | 35* | 1 | 6 | 1 | 1 | 12 | 30 | CC(C)(C)c1ccc(Oc2ccc(NC(=O)c3ccc4c(c3)CCO4)cn2)cc1
2 | 19 | 1 | 9 | 21 | 0 | 17 | 17 | Cc1cccc(NC(=O)Cn2ncc3c(N4CCCC4)ncnc32)c1C
0 | 7 | 2 | 3 | -4 | -1 | 0 | 10 | CC1(C)CC2=C(C=O)[C@]34C[C@@]3(C[C@H]2C1)C(=O)OC4O (some centres undefined)
1 | 10 | -3 | 1 | 10 | 0 | 0 | -2 | COc1ccc(C(=O)NCC(c2ccco2)N2CCCCC2)cc1 (centres undefined)
0 | 21 | 2 | 7 | 10 | 1 | -1 | 0 | Cc1cc(C2CCCN2C(=O)Cc2ccc(F)cc2Cl)on1 (centres undefined)
14 | 20 | 6 | 8 | 6 | 8 | -1 | 9 | O=C(/C=C\c1ccc(Cl)cc1)c1cccc(C(F)(F)F)c1
-6 | 22 | 0 | 12 | -195 | 0 | -4 | 0 | O=C(NC1CCCCCC1)C1CCCN(C(=O)c2cc(-c3ccccn3)n[nH]2)C1 (centres undefined)
4 | 35* | 1 | 22 | 10 | 2 | 17 | 30 | Cc1cc(C)n(-c2ccc(C(=O)Nc3ccccc3C(C)C)nn2)n1
-7 | -46 | -1 | -11 | -8 | -3 | -8 | -23 | O=C(c1cccc2c1C(=O)N(C1CCCCC1)C2)N1CCN(c2ccccn2)CC1
-1 | 17 | -1 | 5 | 2 | 1 | 7 | 6 | O=C(NCC1COCCO1)c1ccc(-n2cccn2)c(C#Cc2cccnc2)c1 (centres undefined)
1 | 15 | 1 | 3 | -14 | 0 | 1 | -3 | CCOc1ccc(/C=C(/C(N)=O)c2nnc3n2CCCCC3)c(O)c1
-2 | 2 | -1 | -9 | -13 | 1 | 3 | 19 | O=C(Nc1ccc(Oc2cccnc2)cc1)c1ccc(Cl)cc1Cl
